Screening results from PubChem BioAssay.
Shiga inhibitor: Shiga toxin inhibition | AID 2315 | Vero cells, Shiga toxin protein synthesis inhibition reporter | 290,000 compounds, 9.2% hits | inhibition, % at 38.7 µM; in the data active means inhibition mostly above about 28%, no sharp cut-off; inactive means mostly below about 43%; further: 0% is about no effect
LmPK inh: LmPK (Leishmania mexicana) enzyme inhibition | Q27686 | purified LmPK, Kinase-Glo ATP luminescence, 1 h | Potency, µM (series often up to 57.5 µM), for the others: at the highest dose activity change, negative = inhibition, hits mostly inhibitors | 290,000 compounds, 0.37% hits | AID 1721; further: potency means the concentration at half of the fitted maximal effect; on the % scale 0 is the no-effect control and ±100 the full control effect
Target sequence (Q27686 whole entry, looked up): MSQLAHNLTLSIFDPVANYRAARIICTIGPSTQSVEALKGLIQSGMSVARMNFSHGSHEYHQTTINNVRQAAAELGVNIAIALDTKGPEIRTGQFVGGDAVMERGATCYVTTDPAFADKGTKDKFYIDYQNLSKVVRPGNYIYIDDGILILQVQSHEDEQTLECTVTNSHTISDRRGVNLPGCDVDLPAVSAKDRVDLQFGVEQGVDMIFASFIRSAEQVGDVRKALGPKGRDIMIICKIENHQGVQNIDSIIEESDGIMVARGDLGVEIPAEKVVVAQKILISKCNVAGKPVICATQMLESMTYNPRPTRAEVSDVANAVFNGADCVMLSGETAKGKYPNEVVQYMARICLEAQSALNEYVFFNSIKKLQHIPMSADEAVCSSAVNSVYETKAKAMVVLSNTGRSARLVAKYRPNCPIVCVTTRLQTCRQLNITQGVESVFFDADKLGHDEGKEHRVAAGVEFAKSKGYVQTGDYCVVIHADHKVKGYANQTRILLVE
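In 50 mM imidazole pH 7.2 with 7 mM MgCl2, LmPK (0.1 nM) turned over PEP (0.5 mM) and ADP (0.1 mM) for 1 h at room temperature. Luciferase read-out of ATP.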
CHX counter: counter-screen hit for Shiga toxin inhibitors, cycloheximide. cell reporter, cycloheximide protein synthesis inhibition counterscreen. AID 2314. max response, %. 300,000 compounds, 12% hits; in the data active means max response mostly above about 13%, no sharp cut-off; inactive means mostly below about 14%; further: read at 38.3 µM for the half of the compounds with a filed dose; 0% is about no effect
AmpC inh no detg: inhibitors of E. coli AmpC beta-lactamase without detergent | P00811 | AmpC nitrocefin hydrolysis, absorbance 480 nm, 0.0001% Triton | AID 485341 | 330,000 compounds, 0.52% hits | Potency, µM (top dose mostly 57.1 µM), for inactives: at the highest dose activity change, negative = inhibition, usual class: inhibitors;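 further: potency means the concentration at half of the fitted maximal effect; plate controls were no compound for no effect and no enzyme for full effect; nearly all actives have a fitted effect of over 20% in size; some results filed as inactive show a strong effect at the top dose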
Target sequence (P00811 whole entry, looked up): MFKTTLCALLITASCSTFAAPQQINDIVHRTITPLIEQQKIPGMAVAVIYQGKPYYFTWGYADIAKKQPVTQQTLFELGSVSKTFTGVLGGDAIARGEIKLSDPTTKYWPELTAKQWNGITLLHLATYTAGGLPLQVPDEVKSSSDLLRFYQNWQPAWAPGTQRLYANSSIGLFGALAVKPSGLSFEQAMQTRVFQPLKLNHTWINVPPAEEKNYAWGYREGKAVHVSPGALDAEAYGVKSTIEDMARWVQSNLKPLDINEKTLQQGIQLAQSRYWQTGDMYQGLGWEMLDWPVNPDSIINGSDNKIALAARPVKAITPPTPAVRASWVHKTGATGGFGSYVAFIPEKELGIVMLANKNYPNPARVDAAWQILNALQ
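20 mM phosphate pH 7.0 + 0.01% (detergent screen) or 0.0001% Triton X-100; 5.3 nM AmpC reagent; cpd preinc 15 min RT; nitrocefin (800 uM stock) to start; A480 q20 s × 4 min; Activity was normalised to no-enzyme and no-compound control wells.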
Pf growth 48h: inhibits P. falciparum growth in the first generation, 48 h; P. falciparum luciferase growth in erythrocytes, 48 h; Potency, µM (highest dose often 28.7 µM), inactives show at the top dose activity change, negative = inhibition, actives largely listed as inhibitors; 310,000 compounds, 5.9% hits; further: potency means the concentration at half of the fitted maximal effect; on the % scale 0 is the no-effect control and ±100 the full control effect
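Luminescence readout; reporter = integrated firefly luciferase in P. falciparum. RBC culture at 2% hematocrit, 0.1% parasitemia final, 37 C/5% CO2; decreased signal taken as growth inhibition.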
Pf growth 96h: P. falciparum growth inhibition at 96 hours. P. falciparum luciferase reporter growth, 96 h. Potency, µM (top dose mostly 28.7 µM), without a hit: at the top dose activity change, negative = inhibition, most hits filed as inhibitors. 320,000 compounds, 6.9% hits. AID 504834; further: potency means the concentration at half of the fitted maximal effect; on the % scale 0 is the no-effect control and ±100 the full control effect
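Plates of compound plus infected erythrocytes (2% hematocrit, 0.05% parasitemia final) incubate 96 hours, 37 C, 5% CO2. Detection reagent added; reduced luminescence from the parasites' luciferase reporter flags inhibition.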
TbPYK inhibitor: blocks Trypanosoma brucei pyruvate kinase; Q57TT1; TbPYK enzyme, Kinase-Glo Plus ATP luminescence, 45 min; Potency, µM (highest dose often 76.8 µM), for the others: at the top dose activity, negative = inhibition, actives largely listed as inhibitors; 410,000 compounds, 0.12% hits; further: potency means the concentration at half of the fitted maximal effect; on the % scale 0 is the no-effect control and ±100 the full control effect; nearly all actives have a fitted effect of over 50% in size
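Quantitative HTS: titrated library compounds versus trypanosomal pyruvate kinase in TEA buffer (pH 7.2) containing KCl, MgCl2, BSA and Tween-20. Reactions were initiated with ADP, 130 uM final. Kinase-Glo Plus luminescence was read after 45 min at RT.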
Starred values were filed as active, the others as inactive; ? = inconclusive; . = not tested or not shown; + = active, no number; & = joins results of further samples; [ ] = dose if it differs, or a comment. Unless noted, the call rests on the fitted dose curve; in most records, active means well fitted curve in the direction sought with a large enough effect; inconclusive means small, poorly fitted or top-dose-only effect, or another doubt; inactive means no such curve, though single readings can be large; an effect the other way counts as inactive or inconclusive. Rows are unselected, and some 22% of all compounds hit somewhere here.

SMILES	Shiga inhibitor	LmPK inh	CHX counter	AmpC inh no detg	Pf growth 48h	Pf growth 96h	TbPYK inhibitor
COc1ccccc1C1=NOC(C(=O)N2CCN(C(=O)c3ccco3)CC2)C1 (stereo not drawn)	14	1%	7	3%	1%	?	0%
Cc1cc(C)c(NS(=O)(=O)c2ccc(Cl)c(C(=O)O)c2)c(C)c1	-9	-2%	-5	-17%	.	-24%	-3%
COc1ccc(-c2nn(-c3ccccc3)cc2C(=O)N(C)C)cc1	-4	6%	-2	14%	34%[activator]	?	-8%
N#Cc1c(N)nc(SCC(=O)NC2CCCCC2)c(C#N)c1-c1ccc(Cl)cc1	-8	15%	-4	-18%	?	6%	-8%
COc1ccc(NS(=O)(=O)c2ccc3oc(Nc4ccc5c(c4)OCCO5)nc3c2)cc1	+	-2%	30*	-31%	-28%	-10%	-19%
CC(C)(C)NC(=O)NC(=O)CSc1nnc(-c2ccccc2F)n1N	-7	4%	-3	-7%	3%	.	-21%
Cc1cc(C(=O)COC(=O)c2ccccc2Br)c(C)n1CC1CCCO1 (stereo not drawn)	2	?	16	37%	62%[activator]	183%[activator]	-8%
Cc1ccc2nc(Cn3cc(C(F)(F)F)cc(Cl)c3=O)cc(=O)n2c1	-8	7%	1	-10%[11.4 µM]	-7%	-3%	4%
O=C(O)CC(CC(=O)NCC(O)c1ccccc1)c1ccccc1 (stereo not drawn)	-6	7%	-4	-10%	3%	30%[activator]	-1%
O=c1[nH]c(=O)n(-c2cccc(Cl)c2)c(O)c1/C=N/c1ccccn1	-15	-2%	-3	-35%	30%	?	-9%
CC(C)CC1NC(=O)N(CC(=O)N2c3ccccc3NC(=O)C2(C)C)C1=O (stereo not drawn)	-6	0%	-4	-18%	142%[activator]	-3%	-1%
Cc1ccc(-c2cc(C(F)(F)F)n3ncc(C(=O)NCc4ccco4)c3n2)cc1	2	0%	1	-9%	-20%	?	-12%
O=C(Cn1cnc2ccccc2c1=O)NCCCN1CCCC1=O	.	.	.	-17%	-14%	33%	0%
CC12CC(c3ccccc3O1)N(C(=O)c1ccco1)C(=S)N2c1ccccc1 (stereo not drawn)	-10	-16%	-3	0%	.	?	-4%
Cc1cccc(N/N=C/c2ccccc2O)c1	98*	-5%	101*	-6%	?	?	7%
COc1ccc2[nH]c3c(=O)n(Cc4ccc(C(=O)NCC5CCCO5)cc4)c(=S)[nH]c3c2c1 (stereo not drawn)	1	-8%	-4	-15%	-27%	-5%	?
O=C(N/N=C/c1cccc(O)c1)NC1CCCCC1	89*	2%	30	-28%	4%	0%	-3%
O=C(c1cc(S(=O)(=O)N2CCOCC2)ccc1Cl)N1CCC(Cc2ccccc2)CC1	.	.	.	234%[activator]	?	?	-14%
CCOC(=O)[C@@H]1[C@H]2COc3cc(OC)ccc3[C@@H]2N2C(=O)N(c3cccc(F)c3)C(=O)[C@@]12C	-3	-6%	-1	50%	-13%	-1%	4%
N#CCCN1C(=O)C2(OCCO2)c2ccccc21	-1	1%	-8	-35%	-22%[0.00184 µM]	1%	0%
CN(CC(=O)NCC(c1ccco1)N1CCCCC1)S(=O)(=O)c1ccc(Cl)cc1 (stereo not drawn)	.	.	.	38%	8.3µM*	?	2%
COc1ccc(-c2cc(C(=O)N3CCCC3)c3ccccc3n2)cc1	45*	0%	36*	41%	72%[activator]	3.7µM*	-2%
CCOc1ccc(CCNC(=O)C2CCN(c3nnc(-n4cccc4)s3)CC2)cc1OCC	93	2%	-2	73%[activator]	-28%	19%	-7%
CCCNC(=O)c1cnc(-c2ccccc2)nc1-c1ccccc1	-8	-2%	-6	-13%	0%	17%	-5%
CC(C)C(=O)N1CCN(c2ccccc2NC(=O)c2ccco2)CC1	-6	0%	-2	23%	4.7µM*	30%	1%

Rewritten with each value named: part of the list above.
mol: CC(C)CC1NC(=O)N(CC(=O)N2c3ccccc3NC(=O)C2(C)C)C1=O (stereo not drawn)
- Shiga inhibitor = -6
- LmPK inh = 0%
- CHX counter = -4
- AmpC inh no detg = -18%
- Pf growth 48h = 142%[activator]
- Pf growth 96h = -3%
- TbPYK inhibitor = -1%
mol: Cc1ccc(-c2cc(C(F)(F)F)n3ncc(C(=O)NCc4ccco4)c3n2)cc1
- Shiga inhibitor = 2
- LmPK inh = 0%
- CHX counter = 1
- AmpC inh no detg = -9%
- Pf growth 48h = -20%
- Pf growth 96h = ?
- TbPYK inhibitor = -12%

Remaining list, next part:
SMILES	Shiga inhibitor	LmPK inh	CHX counter	AmpC inh no detg	Pf growth 48h	Pf growth 96h	TbPYK inhibitor
Fc1cccc(Cl)c1-c1nnc2ccc3ccccc3n12	35*	5%	37*	-21%	2%	-53%[5.75 µM]	-3%
Cc1[nH]c2ccccc2c1C(c1ccncc1)N1CCCCC1 (stereo not drawn)	-17	2%	-2	-17%	-27%	-39%[5.75 µM]	-10%
Cc1cc(C)nc(SCC(=O)N/N=C/c2cc(C)n(-c3ccccc3C)c2C)n1	14	4%	-2	25%	5.2µM*	?	-2%
COc1ccc(S(=O)(=O)N2CCN(C(=O)CCc3c[nH]c4ccccc34)CC2)cc1	.	.	.	35%	?	?	0%
CC1CCN(CC(=O)Nc2nccs2)CC1	-4	-11%	-2	-17%	11%	0%	-12%
O=C(NC1CCCCCCC1)C1CCCN(S(=O)(=O)c2cnc[nH]2)C1 (stereo not drawn)	-17	3%	-6	-14%	.	3%	-1%
O=C(COc1ccc2c(c1)CCC2)Nc1ccccn1	.	.	.	-17%	-20%	-95%	?
Cc1ccccc1NC(NC(=O)c1cccs1)C(Cl)(Cl)Cl (stereo not drawn)	-7	4%	-4	-32%	-1%	3%	2%
Clc1ccc(Cc2ccc(SCc3ccccc3)nn2)c(Cl)c1	-17	-3%	6	-25%	18%	2%	.
Cn1c(=O)oc2cc(S(=O)(=O)NCc3cccnc3)ccc21	33	-6%	-2	-4%	12%	1%	0%
COC(=O)C1CCN(C(=O)C2CCCCC2)CC1	11	-2%	-2	-15%	-5%	?	0%
CCOC(=O)C1=NNC(C(=O)c2ccccc2)C1c1ccc(Cl)cc1 (stereo not drawn)	21	-5%	-1	-16%	-28%	18%	1%
Cc1ccc(S(=O)(=O)c2c(N)n(CCCN(C)C)c3nc4ccccc4nc23)cc1	-24	5%	-2	64%[activator]	?	?	6%
Cc1cc(=O)n2c3ccccc3n(C)c2n1	-4	-8%	-2	-2%	19%	4%	-1%
COc1cc(C(=O)Nc2nc3ccc(C)cc3s2)ccc1OCc1c(C)noc1C	76*	5%	62*	2%	-12%	6%	1%
CCOc1ccc(C(=O)NCC(=O)N2CCCCCCC2)cc1	.	.	.	-8%	?	?	0%
CC(C)(C)NC(=O)NC(=O)CN1CCN(S(=O)(=O)/C=C/c2ccccc2)CC1	-10	-3%	-5	69%[activator]	?	-3%	3%
COc1ccc(CNC(=O)CS(=O)(=O)Cc2nc(-c3ccc(OC)cc3)oc2C)cc1	13	-1%	-5	5%	3%	0%	-3%
CCOc1ccc(NC(=O)c2nc(S(=O)(=O)Cc3ccccc3F)ncc2Cl)cc1	20	.	-11	.	.	.	-8%
CCOC(=O)c1ccc(NC2c3ccccc3C(=O)N2c2cccnc2)cc1 (stereo not drawn)	-2	1%	-4	-3%	3%	?	-6%
Cc1c(NC(=S)Nc2cccc(Cl)c2)c(=O)n(-c2ccccc2)n1C	19	1%	7	-18%	?	?	-5%
Cc1cc(C)nc(SCCC(=O)Nc2ccccc2Cl)n1	-4	5%	9	-46%	45%[activator]	36%[activator]	8%
CC(=O)c1c(C)[nH]c(C(=O)OCC(=O)N(C)c2c(N)n(Cc3ccccc3)c(=O)[nH]c2=O)c1C	.	.	.	-27%	-14%	2%	2%
Cc1cccc(C(=O)Nc2ccccc2C(=O)NCc2cccnc2)c1	-17	0%	-2	-9%	?	38%[activator]	2%
CCO[C@H]1OC(C(=O)N2CCN(C)CC2)=C[C@@H](c2ccc(Br)cc2)[C@@H]1CCCO	-4	3%	-2	115%[activator]	-8%	8%	4%

Continued; the last 7 above are carried over.
SMILES	Shiga inhibitor	LmPK inh	CHX counter	AmpC inh no detg	Pf growth 48h	Pf growth 96h	TbPYK inhibitor
CCOc1ccc(NC(=O)c2nc(S(=O)(=O)Cc3ccccc3F)ncc2Cl)cc1	20	.	-11	.	.	.	-8%
CCOC(=O)c1ccc(NC2c3ccccc3C(=O)N2c2cccnc2)cc1 (stereo not drawn)	-2	1%	-4	-3%	3%	?	-6%
Cc1c(NC(=S)Nc2cccc(Cl)c2)c(=O)n(-c2ccccc2)n1C	19	1%	7	-18%	?	?	-5%
Cc1cc(C)nc(SCCC(=O)Nc2ccccc2Cl)n1	-4	5%	9	-46%	45%[activator]	36%[activator]	8%
CC(=O)c1c(C)[nH]c(C(=O)OCC(=O)N(C)c2c(N)n(Cc3ccccc3)c(=O)[nH]c2=O)c1C	.	.	.	-27%	-14%	2%	2%
Cc1cccc(C(=O)Nc2ccccc2C(=O)NCc2cccnc2)c1	-17	0%	-2	-9%	?	38%[activator]	2%
CCO[C@H]1OC(C(=O)N2CCN(C)CC2)=C[C@@H](c2ccc(Br)cc2)[C@@H]1CCCO	-4	3%	-2	115%[activator]	-8%	8%	4%
COc1ccc(C(=O)N2CCC(C(=O)Nc3cccc(C)c3)CC2)cc1OC	-24	1%	-6	12%	-15%	?	0%
O=C(COC(=O)CNC(=O)c1ccccc1Cl)Nc1cc(C(F)(F)F)ccc1Cl	.	.	.	-6%	29%	30%[activator]	2%
Nc1cc(=O)[nH]c2nnc(SCC(=O)Nc3cccc4ccccc34)n12	-10	0%	-2	-15%	-5%	7.4µM*	-8%
COc1cccc(NC(=O)c2ccccc2Oc2ccccc2)c1	14	4%	-2	-29%	-49%	?	0%
CCCCCCn1c(=O)c(F)cn(Cc2ccc(OC)c([N+](=O)[O-])c2)c1=O	17	2%	-2	0.14µM*	?	?	-7%
COc1cc(C(CCN2CCCC2)c2c(OC)cc(OC)c3c(-c4ccccc4)cc(=O)oc23)cc(OC)c1OC (stereo not drawn)	-14&1	6%	-12&-5	242%[activator]	2.3µM*	1.9µM*	-2%
COC(=O)c1ccccc1NC(=O)c1cc2ccccc2o1	40	4%	17	-17%	0%	-14%	3%
COCCCNC(=O)CCN1N=C(c2ccccc2)CCC1=O	7	-2%	-2	-3%	1%	0%	1%
O=C(NCc1ccccc1)C(c1ccc(F)cc1)N(C(=O)c1csnn1)C1CCCC1 (stereo not drawn)	9	-4%	8	12%	-17%	?	-11%
Cn1c(=O)c2c(nc(Oc3ccccc3Cl)n2C)n(C)c1=O	-8	11%	-4	-9%	-10%	-7%	-3%
COc1cc(NC(=S)N2CCCC2)cc(OC)c1	-7	-6%	2	4%	17%	-25%	3%
COc1ccc(S(=O)(=O)N2CCC(O)(c3cccnc3)CC2)cc1OC	-3	-1%	-3	-20%	10%	?	-4%
